aGlu spleen mod = lysosomal alpha-glucosidase (human) modulation; P10253; human spleen homogenate, 4-MU-alpha-glucoside fluorescence; Potency, µM (doses to about 79.9 µM), inactives show at the top dose activity change, negative = inhibition, most hits filed as inhibitors; 0.006% of 240,000 active; AID 2112;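 further: 0% = enzyme with vehicle and -100% = no enzyme basal signal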
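AC50 values come from Hill-equation fits of concentration-response data, normalized to no-enzyme and full-activity controls. Enzyme source: 1 ug human spleen homogenate; 1 mM fluorogenic 4-MU glucoside, pH 5.0 citrate buffer, 37 C, 40 min.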
GAA glycogen = GAA glycogen-cleavage inhibition or activation. P10253. Potency, µM (top dose mostly 76.4 µM), for inactives: top-dose activity change, negative = inhibition, hits mostly inhibitors. recombinant GAA, glycogen substrate, Amplex Red glucose oxidase fluorescence. 0.38% of 300,000 active;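 further: 0% = full enzyme reaction and -100% = no-enzyme basal signal; the screen sought inhibitors and activators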
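Recombinant human enzyme (4 nM); glycogen substrate; 37 C, 40 min, pH 5.0. Readout: coupled glucose oxidase/Amplex Red fluorescence.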
GAA inh = inhibitors of human lysosomal alpha-glucosidase. P10253. purified human GAA, 4-MU-alpha-glucoside fluorescence. Potency, µM (series often up to 76.9 µM), for inactives: top-dose activity change, negative = inhibition, actives largely listed as inhibitors. 0.005% of 200,000 active. AID 1466;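 further: plate controls were uninhibited enzyme wells for no effect and no-enzyme background for full effect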
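Enzyme (4 nM final) mixed with compound (up to 77 uM), then 4-MU-alpha-D-pyranoside (400 uM final) added; 20 min at room temperature, pH 5.0. Reaction stopped at pH 10, fluorescence read, AC50 derived by Hill fit.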
Tau fibril ThT = blocks human tau fibril formation measured by thioflavin T | recombinant tau K18 P301L, heparin-induced fibrillization, ThT fluorescence | Potency, µM (top dose mostly 57.4 µM), inactives show at the highest dose activity, negative = inhibition, actives largely listed as inhibitors | 2.1% of 270,000 active | AID 1460; further: on the % scale 0 is the no-effect control and ±100 the full control effect; nearly all actives have a fitted effect of over 55% in size
Target sequence (P10636 561-689 P618L limits assumed): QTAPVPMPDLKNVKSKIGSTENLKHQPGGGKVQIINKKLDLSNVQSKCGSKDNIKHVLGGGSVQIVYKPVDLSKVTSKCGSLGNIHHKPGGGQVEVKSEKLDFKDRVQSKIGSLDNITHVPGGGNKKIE
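In this qHTS, human K18 P301L tau is incubated with compound and heparin for 6 hr at 37 C, and Thioflavin T fluorescence then reports fibril load.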
Tau fluor counter = counter-screen for tau fibril formation inhibitors. tau K18 P301L Alexa594 fluorescence, heparin fibrillization. Potency, µM (titrated, usually from 57.7 µM), without a hit: at the highest dose activity change, negative = decrease. 0.93% of 280,000 active; further: on the % scale 0 is the no-effect control and ±100 the full control effect; nearly all actives have a fitted effect of over 55% in size
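Human tau K18 P301L (15 uM unlabeled, 0.24 uM Alexa 594-labeled) in 100 mM sodium acetate pH 7 with 20 uM heparin, 6 hr at 37 C. ThT 30 uM added, 1 hr ambient; Alexa 594 FP and total fluorescence read at 555/632 nm.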
Tau FP inhib = tau fibrillization inhibition (FP); 0.39% of 280,000 active; P10636; Potency, µM (top dose mostly 57.7 µM), for the others: at the highest dose activity, negative = inhibition, most hits filed as inhibitors; K18 P301L tau heparin fibrillization, Alexa594 FP, 6 h; further: on the % scale 0 is the no-effect control and ±100 the full control effect; nearly all actives have a fitted effect of over 55% in size
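K18 P301L tau (15 uM unlabeled/0.24 uM Alexa 594-labeled, final) + compound + heparin 20 uM final; 100 mM NaOAc pH 7; 6 hr 37 C; ThT 30 uM final added, 1 hr RT; FP ex 555/em 632 nm.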
HTT ATP protect = cytoprotection in Huntington HTT-Q103 PC12 cell model; PC12 HTT-Q103 induced, cytoprotection, ATP luminescence, 40 h; Potency, µM (top dose mostly 56.4 µM), for inactives: cytoprotection (ATP increase), usual class: activators; 0.14% of 230,000 active; AID 1471;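 further: % of control where 0% means no effect; nearly all actives have a fitted effect of over 45% in size; toxic huntingtin expression switched on by the ecdysone agonist tebufenozide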
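Cells were plated at 1500 per well in phenol red-free DMEM with 5% equine and 5% calf serum. Tebufenozide (100 nM final) and compounds were added, then ATPlite reagent, and luminescence was read.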
aGal spleen mod = inhibitors or activators of human alpha-galactosidase in spleen homogenate; P06280; human spleen homogenate, 4MU-alpha-Gal fluorescence, 40 min; Potency, µM (series often up to 80 µM), for inactives: at the highest dose activity change, negative = inhibition, actives largely listed as inhibitors; 0.008% of 240,000 active; AID 2107;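 further: 0% = enzyme with vehicle and -100% = no enzyme basal signal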
Target sequence (P06280 32-429 limits assumed): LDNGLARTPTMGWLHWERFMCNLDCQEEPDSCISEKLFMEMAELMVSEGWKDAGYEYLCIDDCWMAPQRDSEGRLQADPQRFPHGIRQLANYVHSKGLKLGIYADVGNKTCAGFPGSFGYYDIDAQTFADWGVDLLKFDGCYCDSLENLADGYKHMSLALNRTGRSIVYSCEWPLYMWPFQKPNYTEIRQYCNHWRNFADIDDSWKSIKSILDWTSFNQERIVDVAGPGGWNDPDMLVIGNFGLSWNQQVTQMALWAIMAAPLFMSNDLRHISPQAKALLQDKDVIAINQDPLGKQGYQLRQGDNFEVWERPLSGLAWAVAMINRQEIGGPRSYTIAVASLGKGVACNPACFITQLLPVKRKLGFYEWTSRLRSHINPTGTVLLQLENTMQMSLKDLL
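Human spleen homogenate (1 ug) was the enzyme source, with 4-methylumbelliferyl-alpha-D-galactopyranoside (1 mM final) in pH 5.0 citrate buffer with 0.01% Tween-20. Compounds were titrated; after 40 min at 37C, NaOH/glycine stop, 4-MU fluorescence read; AC50 from Hill fits.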
Active calls of the source: *; ? = inconclusive; . = no result given; & = joins results of further samples; [ ] = dose if it differs, or a comment. The call rests on the fitted dose curve; in most records, active means well fitted curve in the direction sought with a large enough effect; inconclusive means small, poorly fitted or top-dose-only effect, or another doubt; inactive means no such curve, though single readings can be large; an effect the other way counts as inactive or inconclusive. Potency means the concentration at half of the fitted maximal effect.

Structure,aGlu spleen mod,GAA glycogen,GAA inh,Tau fibril ThT,Tau fluor counter,Tau FP inhib,HTT ATP protect,aGal spleen mod
CC(=O)Nc1ccc(C(=O)OCC(=O)N(Cc2ccccc2)C(C)(C)C)cc1,0%,-13%,?,-12%,-28%,-7%,3%,-1%
CC12CCC3(CO)COC(c4ccccc4O1)C2C3 (configuration not stated),-8%,7%,-5%,-1%,7%,8%,13%[0.074 µM],0%
O=C(NCc1ccc(F)cc1)C1C2C=CC3(CN(Cc4cccnc4)C(=O)C13)O2 (configuration not stated),-3%,3%,2%,-8%,-13%,-12%,7%,-3%
O=C(CN1CCC(NC(=O)c2ccccc2F)CC1)Nc1ccc2c(c1)OCCO2,-3%,-8%,3%,-3%,-9%,-7%,0%[10 µM],7%
COC(=O)/C(C#N)=C/c1c(-c2ccccc2)nc2n1CCS2,-1%,1%,10%,-10%,-2%,0%,7%[10 µM],14%
O=C(CCSCc1cccc(Cl)c1)NCCc1ccc(Cl)cc1,0%,-3%,-8%,?,-17%&-26%,0%&0%,?,-3%
Cc1cccc(Cc2nnc(CCC(=O)NCc3cn4ccccc4n3)o2)c1,10%,0%,7%,4%,-1%,2%,-11%[10 µM],4%
COc1ccccc1NS(=O)(=O)c1ccc(C)c(NC(=O)NCCCl)c1,7%,2%,.,0%,-17%,?,9%[10 µM],-4%
CC(C)C(NC(=O)OCc1ccccc1)C(=O)OCC(=O)NCc1ccco1 (configuration not stated),-4%,-7%,2%,?,-4%,1%,-18%[10 µM],-7%
O=C(Cc1ccc(F)cc1)N/N=C/c1ccc2c(c1)OCO2,1%,13%,1%,7%,10%,-6%,-42%,0%
Cc1cc(C)c2c(c1)c(C)cc1nnc(SCC(=O)c3ccc(F)cc3)n12,.,4%[76.3 µM],.,-8%,-5%,4%,.,.
COc1cccc(NC(=O)Cc2c(C(=O)O)[nH]c3ccccc23)c1,0%,5%,1%,0%,-5%,6%,9%,6%

Carrying on:
Structure,aGlu spleen mod,GAA glycogen,GAA inh,Tau fibril ThT,Tau fluor counter,Tau FP inhib,HTT ATP protect,aGal spleen mod
CCn1c(SCC(=O)Nc2cc(C)on2)nnc1-c1ccc(S(=O)(=O)N2CCCC2)cc1,-4%,2%,-7%,-8%,-7%,-2%,-11%[10 µM],-1%
CNc1ccc(Br)cc(C(=O)/C=C/c2cccc(OC)c2OC)c1=O,-2%,?,0%,14µM*,?,?,-20%[10 µM],0%
NC(CCC(=O)O)C12CC3CC(CC(C3)C1)C2 (configuration not stated),4%,-3%,-1%,2%,8%,-2%,?,3%
CC(=O)Nc1ccccc1Nc1cc(C#N)c(C#N)cc1[N+](=O)[O-],-11%,8%,-6%,-11%,4%,2%,-57%[inhibitor],4%
O=C(NCc1ccc(F)cc1)N[C@@H](Cc1ccccc1)C(=O)O,0%,0%,-2%,5%,0%,0%,0%,3%
NCCCC[C@H](N)c1nnc([C@H](CC(=O)O)NC(=O)C2CCNCC2)o1,1%,-5%,.,-7%,-5%,-4%,-9%[10 µM],3%
Cn1c(-n2c(CCN3C(=O)c4ccccc4C3=O)nc3ccccc3c2=O)nc2ccccc21,-2%,-1%,?,-7%,-12%,1%,-14%,-3%
CS(=O)c1ccccc1O (configuration not stated),3%,-2%,2%,4%,6%,3%,-19%,5%
CS(=O)(=O)N1N=C(c2cccs2)CC1c1ccccc1 (configuration not stated),2%,-1%,.,-10%,-19%,-7%,0%[10 µM],-3%
NC(=O)C1(c2ccccc2)CCCN1C(=O)c1ccc(Br)cc1 (configuration not stated),5%,3%,-10%,0%,-6%,-1%,-41%[inhibitor],2%
O=C(CCCSc1nc2ccccc2c(=O)[nH]1)c1ccc(F)cc1,2%,1%,10%,-14%,-22%,-1%,-56%[inhibitor],4%
Cc1cccc(/C=N\Nc2cn[nH]c(=O)c2Cl)c1,-18%,-2%,6%,?,-15%,-7%,-15%,-14%

The list goes on:
Structure,aGlu spleen mod,GAA glycogen,GAA inh,Tau fibril ThT,Tau fluor counter,Tau FP inhib,HTT ATP protect,aGal spleen mod
O=C(c1cc(Cl)ccc1Cl)N1CCOCC1,2%,3%,13%,9%,5%,-9%,0%,-14%
CN(C)c1cccc(C(=O)NNC(=S)NC2CCCC2)c1,-2%,-16%,-10%,-1%,-2%,0%,-12%,0%
COc1cc(NC(=O)c2cc(-c3cccc(Cl)c3)on2)c(OC)cc1Cl,.,-2%[76.3 µM],.,-3%,-13%,?,.,.
CC(=O)c1cc2c(cc1NC(=O)CN1CCN(c3cccc(C(F)(F)F)c3)CC1)OCO2,-14%,1%,?,2%,-10%,-11%,4%[10 µM],0%
Cc1ccnn1CCC(=O)O,1%,2%,.,.,4%,4%,-1%[10 µM],1%
COc1ccccc1-n1c(=S)sc2c(=O)n(Cc3ccco3)c(SC)nc21,-15%,-6%,-18%,-5%,-14%,-7%,6%[0.074 µM],2%
CCC(=O)N1CCCn2c1nc1ccccc12,3%,-6%,0%,-6%,-7%,?,-14%[1.9 µM],0%
COc1ccc(-c2nn(-c3ccccc3)cc2C(=O)n2nnc3ccccc32)cc1,-3%,-4%,-5%,-10%,-8%,4%,12%,7%
COc1cccc(C(Nc2ccccn2)c2oc(CO)cc(=O)c2O)c1 (configuration not stated),-1%,?,-8%,?,-9%,?,-19%,1%
COc1ccccc1C(=O)NCCn1cc(SCC(=O)Nc2nnc(C)s2)c2ccccc21,4%,-7%,-4%,?,-17%,5%,-10%,-3%
O=c1c2ccccc2n2c(-c3ccc(Cl)cc3)nnc2n1CCc1ccccc1,.,-10%[76.3 µM],.,16%,-5%,-1%,.,.
CCCC1(C(=O)O)NC(c2ccc(OC)cc2O)C2C(=O)N(c3ccc(OC)cc3)C(=O)C21 (configuration not stated),-12%,13%,2%,-14%,-4%,4%,12%,7%

Following part
Structure,aGlu spleen mod,GAA glycogen,GAA inh,Tau fibril ThT,Tau fluor counter,Tau FP inhib,HTT ATP protect,aGal spleen mod
COc1ccc(NC(=O)Nc2ccc(CC(=O)O)cc2)cc1,6%,-7%,-9%,-12%,-5%,-2%,-93%[inhibitor],3%
COCCCN1C(=O)C(O)=C(C(=O)c2ccco2)C1c1ccc(Br)cc1 (configuration not stated),-14%,1%,-3%,-17%,-14%,-7%,-55%[inhibitor],-4%
O=C1CC(=O)CC(c2ccccc2Cl)C1,3%,3%,2%,-14%,-10%,4%,7%[10 µM],8%
CCCCn1c(SCc2cc(=O)n3ccsc3n2)nc2cc(C(=O)OC)ccc2c1=O,-4%,0%,-8%,2%,-8%,-14%,-17%,10%
O=C(CCCc1ccccc1)NCCCN1CCOCC1,3%,7%,3%,-1%,-1%,-3%,-6%,-6%
CCOC(=O)c1cc2c(s1)-c1c(C)cccc1OC2,14%,-14%,?,?,-15%,0%,-8%,?
COc1ccc(C2(C(=O)Nc3ccc(S(N)(=O)=O)cc3)CCCC2)cc1,0%,9%,-3%,-3%,-16%,-4%,-7%,3%
Cc1ccc(SCC(=O)c2c(C)[nH]c3ccccc23)cc1,1%,2%,-1%,9%,-25%,?,10%[10 µM],0%
Cc1ccc2[nH]c(=O)c3cc(C(=O)N(C)c4ccc(Br)cc4)sc3c2c1,.,-4%[76.3 µM],.,8%,1%,2%,.,.
Cc1cccc(C)c1OCC(=O)Nc1ccc(N2CCOCC2)cc1,2%,9%,5%,?,-16%,0%,-1%[10 µM],1%
CCCn1c(SCc2nc3sc(C)c(C)c3c(=O)[nH]2)nc2ccccc2c1=O,-14%,1%,-3%,-16%,-13%,-6%,-19%,-4%
OCCN1CNC(=S)NC1,4%,1%,.,2%,-4%,?,-14%[10 µM],5%
CCCCOc1cccc(OCC(=O)Nc2nc3ccccc3[nH]2)c1,-7%,7%,-3%,-9%,-7%,-1%,.,-7%
Cc1cc(C)n2nc(SCCC(=O)NCCc3ccccc3)nc2n1,4%,5%,0%,-10%,-2%,-3%,8%,6%

Bioassay records: PubChem, National Center for Advancing Translational Sciences (NCATS)
